S1P3 antag: antagonists of human S1P3 receptor | Q99500 | inhibition, % at 4.98 µM | actives 0.27% (n = 170,000) | CHO S1P3 NFAT-BLA reporter, FRET fluorescence, antagonist mode;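 active = inhibition above the plate cutoff, the mean inhibition of test wells on that plate plus 3 SD, cut at about 28% in these data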;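 note: cells challenged with S1P at its EC80 of 0.8 µM; blue over green emission ratio from cleaved BLA substrate after 4 h stimulation; 0% = S1P-stimulated wells and 100% = unstimulated DMSO-only wells; some compounds past the cut are filed as inactive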
Target sequence (Q99500 whole entry, looked up): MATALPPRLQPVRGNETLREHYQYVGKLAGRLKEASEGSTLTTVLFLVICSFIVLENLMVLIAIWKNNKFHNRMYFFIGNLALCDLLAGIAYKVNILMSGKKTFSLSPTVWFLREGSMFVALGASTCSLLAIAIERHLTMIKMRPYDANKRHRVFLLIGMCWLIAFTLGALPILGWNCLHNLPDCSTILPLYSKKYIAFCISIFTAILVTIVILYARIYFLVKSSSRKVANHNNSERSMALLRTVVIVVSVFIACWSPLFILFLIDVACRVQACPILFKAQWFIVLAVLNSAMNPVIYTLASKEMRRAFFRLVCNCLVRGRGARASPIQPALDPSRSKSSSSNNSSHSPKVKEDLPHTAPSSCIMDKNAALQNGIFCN
Starred values were filed as active, the others as inactive. Not all compounds are listed; rates above refer to the full screens.

canonical_smiles | S1P3 antag
O=C(c1ccc(Cl)nc1)N1CCN(S(=O)(=O)c2ccccc2)CC1 | -5
Cc1ccc(NC(=O)N2CCCn3c(SCC(=O)c4ccccc4)nnc32)cc1 | 0
CCOC(=O)N1CCN(S(=O)(=O)c2ccc(C)cc2)C1 | 2
O=C(/C=C/c1c(F)cccc1Cl)c1ccc(O)cc1 | 1
O=c1[nH]c2ccccc2nc1C(F)(F)F | -7
CN(C)CCCNC(=O)/C(=C\C=C\c1ccccc1)NC(=O)c1ccc([N+](=O)[O-])cc1 | -4
CC(C)(C)c1cc(C(=O)NNC(=O)c2ccc(C(F)(F)F)cc2)no1 | -4
Cc1csc(NC(=O)c2cc(=O)[nH]c3ccccc23)n1 | -8
CNS(=O)(=O)c1cccc(C(=O)OCC(=O)Nc2ccc(Cl)cc2F)c1 | -2
Cc1ccc(Oc2c(C)nc(-c3ccccc3)[nH]c2=O)cc1 | 11
CC1=CSC2=NS(=O)(=O)CCN12 | -8
CCOC(=O)C1CCN(c2nc(N)c3c(N)nc(SCC(=O)O)cc3c2C#N)CC1 | -12
N#Cc1ccc[n+](CC(=O)c2ccc(NC(=O)c3ccccc3)cc2)c1 | -7
Cc1cc(=O)[nH]c(-c2cccs2)n1 | 0
COC(=O)c1cc(OC)nc2ccc(Br)cc12 | -2

canonical_smiles | S1P3 antag
CCOC(=O)C(=CNc1ccccc1Cl)C(=O)OCC | -10
CC(=O)C1C(c2ccccc2)c2c(noc2C)CC1(C)O (stereo not given) | 17
c1ccc2c3c(c(CN4CCCCC4)cc2c1)COC3 | 5
Cc1ccnn1CC(=O)N/N=C/c1c[nH]c2ccccc12 | 15
CCOC(=O)C(=Cc1c[nH]c2ccc(S(=O)(=O)N(C)C)cc12)C(=O)OCC | 5
Fc1ccc(NC(=S)N2CCCN(c3ccc(C(F)(F)F)cn3)CC2)c(F)c1 | 5
COc1cc([N+](=O)[O-])cc(/C=N\NC(=O)C2COc3ccccc3O2)c1O (stereo not given) | 3
O=C(NCc1ccncc1)/C(=C/c1cccc([N+](=O)[O-])c1)NC(=O)c1ccccc1 | -16
Cc1nc(NC(=O)CSc2nncs2)c(Cl)cc1Cl | -11
Nc1ccc(-n2nc(C(F)(F)F)cc2C(F)(F)F)cc1 | -1
CCc1cc(C(=O)c2ccc(OC)cc2)c(NC(=O)CCC(=O)O)s1 | 1
O=C(CCCCl)NC(=S)Nc1ccc(N2CCOCC2)cc1 | 2
Cc1nn(-c2ccccc2)c(Cl)c1/C=C1\SC(=S)N(CCCCCC(=O)O)C1=O | 1
Cc1sc2c(c1C)CN(Cc1ccco1)CN2C(=O)c1ccccc1 | 18
Cn1cc(C(=O)c2ccc(Cl)cc2Cl)cc1C(=O)N/N=C(\N)COc1ccc(Cl)cc1 | -9

canonical_smiles | S1P3 antag
OC(C#CCCN1CCCCC1)(c1ccccc1)c1ccccc1 | -16
O=C(CN1C(=O)C2C3C=CC(C3)C2C1=O)Nc1ccc(S(=O)(=O)Nc2nccs2)cc1 (stereo not given) | 19
COCCCN(CCC#N)C(=O)c1c(-c2c(Cl)cccc2Cl)noc1C | -6
CN1CCSc2ccc(C(=O)Nc3cccc(F)c3)cc21 | 11
Cc1cc(C2=NNC(=Nc3ccc(S(=O)(=O)N4CCOCC4)cc3)SC2)c(C)n1C | -8
COc1ccccc1N1CCN(C2CCN(S(=O)(=O)c3ccc(C)cc3)CC2)CC1 | 11
Cc1cc(C(=O)Nc2ccccc2)oc(=O)c1 | 10
C/C(CC(=O)Nc1ccc2c(c1)OCO2)=N\NC(=O)c1ccccc1N | 6
COc1cc(/C=C/C(=O)N2CCN(C)CC2)cc(S(=O)(=O)N2CCc3ccccc32)c1OC | -9
COc1cc([N+](=O)[O-])cc(/C=N/NC(=O)c2cncc(Br)c2)c1O | -14
Cc1ccc(/C=C/C(=O)N2CCN(S(=O)(=O)/C=C/c3ccccc3)CC2)o1 | 0
CN(c1ccccc1)c1nc(N)c([N+](=O)[O-])c(N2CCOCC2)n1 | -1
CC1=NN(C(N)=S)C(C)(C)C1 | -12
CC(C)(C)OC(=O)NCCC(=O)N/N=C/c1ccc2nccnc2c1 | 4
O=C(Nc1nnc(COc2ccccc2F)s1)Nc1ccccc1F | 10

canonical_smiles | S1P3 antag
CCOc1ncccc1C(=O)N1CCN(S(=O)(=O)c2ccc3ccccc3c2)CC1 | 9
CSc1nc(N2CCN(C)CC2)c2c(c1C#N)CC(C)(C)OC2 | -12
COc1cc2nc(CN(C)Cc3ccc(SC)cc3)[nH]c(=O)c2cc1OC | -31
COc1ccc(CCn2c(NN=C3CCCC3)nc3c2c(=O)[nH]c(=O)n3C)cc1 | -6
Cc1ccccc1NC(=O)NCC1CCN(C(=O)OC(C)(C)C)CC1 | 1
Cc1ccccc1C(=O)NNc1ccc(-c2csnn2)cc1 | 6
CC(C)(C)c1cc(NCCCn2ccnc2)n2ncc(-c3ccccc3)c2n1 | -1
CCCn1nnc(NC(=O)c2ccc3c(c2)OCO3)n1 | -2
CCCCCCCCCCCC(=O)N1CC(=O)NC(=O)C1 | -10
Oc1ccc(/C=N/Nc2ccnc3cc(Cl)ccc23)cc1O | 5
Cc1cc(C)n2ncc(/C(N)=N/OC(=O)c3ccccc3F)c2n1 | -10
COc1ccc2[nH]c(C(=O)N3CCCN(Cc4ccc(F)cc4)CC3)cc2c1 | -5
Cc1cccc(C)c1NC(=S)N/N=C/c1ccccc1C(=O)O | -12
O=C1NC(C(=O)O)=CC(c2ccc([N+](=O)[O-])cc2)N1 (stereo not given) | -12
Cn1nc(C(F)(F)F)c(-c2ccc(F)cc2)c1NC(=O)Nc1ccc(F)cc1 | 12

canonical_smiles | S1P3 antag
COc1ccccc1N1C(=O)C2C(C(=O)c3ccccc3)=NN(c3ccccc3OC)C2C1=O (stereo not given) | 8
CCCCc1c(C)nc2c(OC)cccc2c1SCC(=O)O | 5
Cc1cc(C(=O)Nc2nnc(C(F)(F)F)s2)cs1 | -5
O=C(CSc1nccc(-c2cccs2)n1)Nc1ccccc1 | 5
CCN1CCN(c2nc3c(C)cccn3c(=O)c2/C=C(\C#N)S(=O)(=O)c2ccc(Cl)cc2)CC1 | 2
Cc1cc(C[n+]2ncsc2N)c2ncccc2c1 | -9
CC12C(=O)N(c3ccccc3)C(=O)C1C(c1ccccc1)N1CCCN12 (stereo not given) | -8
COc1ccc(C(C(=O)NC(C)(C)C)N(C(=O)Cn2nnc3ccccc32)c2ccc(C(C)=O)cc2)cc1O (stereo not given) | -6
O=C(O)C(Cc1ccccc1-c1ccccc1)C(=O)O | -7
O=C(NCc1ccc(F)cc1)C(Cc1ccccc1)n1cccc1 (stereo not given) | -9
O=C(CC(Nc1ccccc1)c1ccccc1)C1CC1 (stereo not given) | -5
O=C(CCn1c(=O)oc2ccccc21)NCc1ccco1 | -30
Cc1nc(-c2ccc(S(=O)(=O)Oc3ccc(Cl)cc3Cl)s2)cs1 | 4
Cn1c(=O)c2c(ncn2CC(=O)N/N=C/c2c[nH]c3ccccc23)n(C)c1=O | -16
CC(C)S(=O)(=O)C/C(N)=N/OC(=O)c1cc(Cl)cc(Cl)c1 | 5

Some of the entries so far, as labelled records:
CCN1CCN(c2nc3c(C)cccn3c(=O)c2/C=C(\C#N)S(=O)(=O)c2ccc(Cl)cc2)CC1
- S1P3 antag: 2
Cc1cc(C[n+]2ncsc2N)c2ncccc2c1
- S1P3 antag: -9
CC12C(=O)N(c3ccccc3)C(=O)C1C(c1ccccc1)N1CCCN12 (stereo not given)
- S1P3 antag: -8
COc1ccc(C(C(=O)NC(C)(C)C)N(C(=O)Cn2nnc3ccccc32)c2ccc(C(C)=O)cc2)cc1O (stereo not given)
- S1P3 antag: -6

Next section
canonical_smiles | S1P3 antag
CCn1nc(C)c(CNCc2cn[nH]c2-c2cc3ccccc3o2)c1C | -3
COCCCNC(CC(=O)Nc1ccc(N(C)C)cc1)C(=O)O (stereo not given) | -10
COc1ccc(-c2nnc(SCc3nc4ccccc4c(=O)[nH]3)o2)cc1 | -10
C=CCOc1c(/C=N\NC(N)=O)cccc1OC | 5
O=C(COC(=O)c1ccc(NS(=O)(=O)c2cccs2)cc1O)NC1CCCCC1 | 2
COCCNC(=S)N1CCN(C)CC1 | 3
CCCc1cc(=O)[nH]c(SCC(=O)c2c(C)[nH]c3ccccc23)n1 | 0
CC(=Nc1ccccc1O)c1sc2ccccc2c1O | 0
CC(C)CC1C2C(=O)N(c3ccccc3)C(=O)C2ON1c1ccccc1 (stereo not given) | -1
CCOC(=O)/C(=N\Nc1ccccc1)P(=O)(c1ccccc1)c1ccccc1 | -4
O=C(O)[C@H](Cc1ccccc1)NC(=O)N1CCN(c2ccc(F)cc2)CC1 | 5
Cc1cc(C)cc(NC(=O)N2c3ccccc3NC(=O)CC2C)c1 (stereo not given) | 8
Cc1ccc2nc(NCc3ccccc3)c(C=NCc3cccnc3)c(=O)n2c1 | 10
CCCc1cnc(N2CCN(S(C)(=O)=O)CC2)nc1 | 3
COc1ccc(CCNCC(=O)Nc2ccc(C)c(S(=O)(=O)N(C)C)c2)cc1OC | 4

canonical_smiles | S1P3 antag
O=C1CSC(c2cccnc2)N1c1ccccc1 (stereo not given) | -16
COc1ccc(C2CC3(O)NC(=O)C(C#N)(C3C)C2(C#N)C#N)cc1 (stereo not given) | -5
O=C(O)/C=C/c1cn(Cc2ccccc2)nc1-c1cccnc1 | 1
CC(C)C(NS(=O)(=O)c1cccc(C(F)(F)F)c1)C(=O)O (stereo not given) | -7
Cc1cccc2c1-c1sc(C(=O)Nc3ccccc3N3CCN(C)CC3)cc1CO2 | -16
Cn1c(=O)c2c(Nc3ccc(F)cc3)cc(=O)n(-c3ccccc3)c2n(C)c1=O | 0
CCOC(=O)c1c(SC)[nH]c2c(Cl)cccc2c1=O | 8
Nc1cc([N+](=O)[O-])ccc1N1C(=O)CCCC1=O | -5
Cc1ccc(-c2c3c(=O)n(C)c(=O)n(C)c3c3c(C)cc(C)nn23)cc1 | -67
O=C(Oc1ccc(OC(=O)c2ccncc2)cc1)c1ccncc1 | -35
CC(C)(C)c1cc2nc3c(c(=O)n2[nH]1)CN(Cc1ccccc1)C3=O | -4
CCCN(CCC)S(=O)(=O)c1cccc(-c2csc(C)n2)c1 | -19
COc1ccc(C2c3sc(=O)[nH]c3SCC2C(N)=O)cc1 (stereo not given) | -8
CN(C)C(=O)CSc1nnc(-c2cccs2)n1-c1ccccc1 | -3
CC(=O)c1ccc(S(=O)(=O)N2CCN(C(=O)/C=C/c3ccc4ccccc4n3)CC2)cc1 | -4

canonical_smiles | S1P3 antag
Cc1ccc(NC(=O)C(C)N=C2NS(=O)(=O)c3ccccc32)cc1F (stereo not given) | 0
COc1cc(/C=C2\SC(=Nc3ccc(O)cc3)NC2=O)cc(OC)c1OC | 0
NC(N)=N/N=C/c1ccccc1Cl | 15
COc1ccc(NC(=O)c2cc3ccc4c5ccccc5[nH]c4c3cc2O)cc1 | 9
COc1ccccc1N1CCN(C(=O)c2cc(C(C)(C)C)oc2C)CC1 | -9
CC(=O)C1=NN(c2ccc(Cl)cc2)C(c2ccc3c(c2)OCO3)N(C(C)=O)N1C (stereo not given) | 15
Cc1cccc2c1-c1sc(C(=O)NCCCN3CCc4ccccc4C3)cc1CO2 | -6
COc1ccc(C(=O)N2CCC(C(=O)c3c(C)cc(C)cc3C)CC2)cc1 | -2
Cc1cccc(Cn2c(SCCN3CCCCC3)nc3c2c(=O)[nH]c(=O)n3C)c1 | -6
COC(=O)NC1(C(=O)O)CCCC1 | -7
CN(C)C(=S)c1ccccc1 | -11
FC(F)(F)c1cc(Oc2ccc(Cl)cc2)ncc1-c1nnc(-c2ccc(Cl)cc2)o1 | 2
CCN1CCN(c2nc(Nc3cc(OC)ccc3OC)nc(Nc3cc(OC)ccc3OC)n2)CC1 | -3
COc1cc(OC)c2cc(C(=O)N/N=C/c3cccc(OC)c3O)[nH]c2c1 | -5
COc1ccc([N+](=O)[O-])cc1NS(=O)(=O)c1cccc(C(=O)O)c1 | 1

canonical_smiles | S1P3 antag
C/C(=N\NC(=S)NC(C)C)c1ccc(Cl)c([N+](=O)[O-])c1 | -4
COc1ccccc1NC(=O)CC(c1ccc(F)cc1)c1ccco1 (stereo not given) | 5
O=C(Cn1nc(-c2ccccc2)c2ccccc2c1=O)Nc1ccc(O)cc1 | 6
COCC(C)OC(=O)c1c(N)n(-c2ccc(OC)c(OC)c2)c2nc3ccccc3nc12 (stereo not given) | -1
O=C(O)c1ccc(Oc2ccccc2)o1 | -16
C=CCNCC(O)COc1ccc(C(C)=O)cc1OC (stereo not given) | -10
Cc1c(-c2ccccc2)[n+](=O)c(-c2ccc(Br)cc2)c(C)n1[O-] | 0
O=[N+]([O-])c1ccc(-c2c[nH]c(=S)[nH]2)cc1 | -2
Cc1ccc(-n2c(C(C)C)nc3oc4ccccc4c(=O)c3c2=O)cc1 | 9
CCN1CCC2(CC1)Oc1c(OC)cccc1C1CC(c3cccnc3)=NN12 (stereo not given) | -13
CCOC(=O)C1=NN(c2ccc(Cl)cc2)C(=O)C1 | -7
O=c1cc(C(F)(F)F)nc(-c2ccccc2OC(F)(F)F)[nH]1 | 0
C=CCn1c(SCc2ccc(C(=O)O)cc2)nc2sc(C)c(C)c2c1=O | 4
CN(C)CC1CCCCC1OC(=O)/C=C/c1ccccc1 (stereo not given) | -12
COc1ccc(NC(=S)N/N=C/c2ccc(F)c(F)c2)cc1 | 2

canonical_smiles | S1P3 antag
O=C(O)C(Cc1cn[nH]n1)=NO | -11
c1ccc(Cn2c(-c3ccccc3)c[n+]3c2SCCC3)cc1 | 1
CC(=O)c1ccc(OCCOc2ccc(C#N)cc2)cc1 | -1
Cc1cc(OCCCCOc2ccc(C#N)cc2)ccc1[N+](=O)[O-] | 2
Fc1ccc2[nH]c3c(c2c1)CN(C(=S)NCc1ccccc1)CC3 | -5
CC(=O)Nc1ccc(NS(=O)(=O)c2cc(Cl)ccc2Cl)cc1 | 4
